All columns: NCI-60 one-dose screen, growth in % after 48 h at 10 µM unless noted; 100 = growth as untreated, 0 = no growth, -100 = all killed.
SF-268 = SF-268 CNS cancer cells; 3.1% of 82,000 active
ACHN = ACHN renal cancer | 4.9% of 81,000 active
RXF 393 = RXF 393 renal cancer cells. 6.9% of 77,000 active
SNB-75 = SNB-75 CNS cancer; 5% of 79,000 active; AID 1794750
CAKI-1 = CAKI-1 renal cancer | 4.7% of 75,000 active | AID 1794772
SF-539 = SF-539 CNS cancer; 6.8% of 81,000 active
SNB-19 = SNB-19 CNS cancer cells; 2.5% of 81,000 active
A498 = A498 renal cancer cells | 5.4% of 76,000 active
* marks the source's active call; other numbers are inactive results; · = not tested or not shown; & = joins results of further samples; [ ] = dose if it differs, or a comment. Rule for the calls: active = growth percent below 10; inactive = the rest.

SMILES	SF-268	ACHN	RXF 393	SNB-75	CAKI-1	SF-539	SNB-19	A498
CCCCc1ccc(NC(=O)Nc2ccc3oc(=O)ccc3c2)cc1	70	66	74	51	83	77	60	100
CN1CCN(Cc2c[nH]c3ncnc(N4CCOCC4)c23)CC1	96	101	113	90	91	98	109	70
CN1c2ccccc2C(O)(c2ccccc2)c2ccccc21	42	86	78	77	90	55	44	75
O=C(Nc1nc(-c2c[nH]c3ccccc23)cs1)c1n[nH]c(=O)c2ccccc12	34	55	73	72	72	34	74	80
CC(C)(C)OC(=O)NC[C@H](N)C(=O)O	97[20 µM]	104[20 µM]	104[20 µM]	54[20 µM]	94[20 µM]	103[20 µM]	95[20 µM]	112[20 µM]
O=S(=O)(O)c1cccc2c(O)cccc12	106	105	113	·	100	100	103	87
CCCCN(C(=O)c1ccc2c(c1)NC(=O)CS2)c1ccccc1	102	106	118	94	98	113	98	103
Nc1c(I)c(I)c(S(=O)(=O)O)c(I)c1I	98	111	109	102	112	106	101	92
CCN1C2=C(SC(=S)C1=C1SC(C(=O)OC)=C(C(=O)OC)S1)SC(=Nc1ccc(OC)cc1)C2=O	1.5*	-74*	-88*	-16*	-38*	-24*	4.7*	46
CN(C)CCOc1ccc2c(c1)CCC2=O	106	99	103	98	87	101	99	97
O=c1oc2cccnc2n1Cc1cn(-c2ccc(Cl)cc2Cl)nn1	98	102	104	102	105	·	99	75
COc1ccc(C2=C/C(=C\c3ccccc3)C(=O)NN2C(=S)NN)cc1	105	101	97	95	·	106	93	91
O=CC1N=C(Cc2ccccc2)OC1=O (centres undefined)	97	103	·	110	100	100	109	113
CCOC(=O)c1ccc(NC(C)=O)cc1	103&115	109&107	108&111	100&83	102&97	94&101	94&108	98
CN(C)c1cccc2c(S(=O)(=O)Nc3cccc(-c4csc(NC(=O)CCCCCN)n4)c3)cccc12	101	99	90	79	96	·	94	94
CCC(O)c1ccc(N)cc1 (centres undefined)	99	112	108	94	104	114	110	107
CCOC(=O)C1=NNC(c2ccc(Cl)cc2)C1C(=O)N1C(=S)NC(=O)C1CC(C)C (centres undefined)	98	93	·	100	85	104	98	95
C#CCOc1cccc(Nc2ncnc3cc(NC(=O)C=C)ccc23)c1	28	17	-17*	25	16	0.1*	34	27
CCc1ncc(C[n+]2csc(CCO)c2C)c(N)n1	108	·	118	94	·	111	107	115
COc1ccc(-c2nc(SCCC(C)C)nc(N/N=C(/C)c3cccc(OC)c3)c2C#N)cc1	84	92	·	82	85	86	86	94
NNC(=O)C(Cc1ccccc1)NC(=O)c1ccccc1[N+](=O)[O-] (centres undefined)	108	107	123	101	94	105	105	100
C[C@@H]1OCC2(CCN(c3cnc(C(=O)Nc4cc(F)cc5cccnc45)cn3)CC2)[C@@H]1N	79	32	65	65	46	72	78	72
O=C1NC(c2ccc(Cl)c(Cl)c2)=C/C1=C\c1ccccc1	92	4.4*	65	63	49	85	80	105
Nc1nc(-c2cc(-c3cccc([N+](=O)[O-])c3Cl)nc(N)n2)cc(-c2cccc([N+](=O)[O-])c2Cl)n1	103	97	110	105	83	96	·	116
C[C@@H]1C(=O)N(C[C@H](Cc2ccccc2)N(Cc2ccccc2)Cc2ccccc2)[C@]1(Cc1ccccc1)C(=O)OC(C)(C)C	70	64	69	71	55	91	67	8.5*
O=c1[nH]c2cn(-c3ccccc3)nc2c(=O)n1O	105	96	80	87	92	100	94	63
O=c1[nH]nc(-c2ccccc2)c2c(-c3ccccc3)n[nH]c12	96	98	101	81	90	95	94	68
O=C(N/N=C/c1ccc(Cl)cc1Cl)c1ccc(Br)o1	100	105	106	133	87	91	92	102
CC(O)c1ccc[n+]([O-])c1 (centres undefined)	126	104	100	99	97	108	114	102
Cc1nc(N/N=C/c2cn(-c3ccccc3)nc2-c2cc3ccccc3oc2=O)sc1N=Nc1ccccc1	95	98	95	50	70	88	92	77

No new results follow: 3 of the compounds above.
SMILES	SF-268	ACHN	RXF 393	SNB-75	CAKI-1	SF-539	SNB-19	A498
O=C(N/N=C/c1ccc(Cl)cc1Cl)c1ccc(Br)o1	100	105	106	133	87	91	92	102
CC(O)c1ccc[n+]([O-])c1 (centres undefined)	126	104	100	99	97	108	114	102
Cc1nc(N/N=C/c2cn(-c3ccccc3)nc2-c2cc3ccccc3oc2=O)sc1N=Nc1ccccc1	95	98	95	50	70	88	92	77

Continuation:
SMILES	SF-268	ACHN	RXF 393	SNB-75	CAKI-1	SF-539	SNB-19	A498
O=C1C(O)=C(O[C@@H]2OC(CO)[C@@H](O)[C@@H](O)C2O)C(=O)c2ccccc21 (some centres undefined)	98	103	·	98	96	103	105	109
O=C(/C=C/c1ccccc1)n1c(-c2ccc(O)cc2)nc2ccccc21	101	100	113	84	109	91	96	89
CC(O)C(O)C(O)C(O)C(O)C(=O)NNc1ccccc1 (centres undefined)	87	67	119	83	77	93	97	70
Cc1ccc(S(=O)(=O)O[C@@H]2CCCC[C@H]2OS(=O)(=O)c2ccc(C)cc2)cc1	80	83	96	94	46	111	·	111
N#Cc1c(-c2ccccc2)n2c(nc1=O)SC(=O)C2	104	95	110	99	101	92	114	98
CNC(=O)Nc1ccccc1C(=O)NN	105	102	·	86	101	96	102	98
Nc1ccc(N(O)/C=C2\C=CC=CC2=O)cc1N	107	76	98	104	100	101	102	89
COc1cc(NC(=O)c2cncnc2Nc2ccc3c(ccn3Cc3cccc(F)c3)c2)cc(OC)c1	69	54	62	8.5*	35	44	75	24
CC(C)NC(=O)c1ccc(C(C)C)cc1	105	99	112	94	104	97	105	99
CCOC(=O)C(C)(CSSCC(C)(NC(=O)c1ccc2ccccc2c1)C(=O)OCC)NC(=O)c1ccc2ccccc2c1 (centres undefined)	102	102	·	107	·	114	86	136
CCOC(=O)C(Cl)c1ccccc1 (centres undefined)	102	103	104	100	102	97	99	94
C[C@@H]1C[C@@H]([C@@H](CC2CC(=O)NC(=O)C2)OC(=O)CC(=O)c2ccccc2)C(=O)[C@@H](C)C1	16	7.5*	-14*	18	-2.5*	5.1*	19	17
Cn1cnc2c(ncn2C2OC(CO)C(O)C2O)c1=S (centres undefined)	114	105	122	87	101	91	103	115
c1ccc2c(c1)Nc1ccncc1S2	99	94	4.3*	86	61	84	107	81
COC1OC2COC(c3ccccc3)OC2C(NC#N)C1OS(C)(=O)=O (centres undefined)	104	101	105	92	94	102	105	109
CC(=O)c1ccc(-c2ccccc2-c2ccccc2)cc1	97	99	95	97	77	97	·	116
Nc1ccc(-c2ccc(N)c(S(=O)(=O)O)c2)cc1S(=O)(=O)O	103	105	·	83	123	106	101	141
COc1cc(N(C)c2ccnc3ccc(C(F)(F)F)cc23)cc(OC)c1OC	97	90	102	80	67	93	86	90
NS(=O)(=O)c1ccc(-n2nc(-c3ccc(F)cc3)ccc2=O)cc1	97[100 µM]	91[100 µM]	84[100 µM]	90[100 µM]	74[100 µM]	96[100 µM]	96[100 µM]	84[100 µM]
COc1ccc(-c2ncc(-c3ccccc3)[nH]2)cc1	96	100	86	96	88	91	87	97
COC(=O)c1ccccc1C(=O)O	100	112	110	100	103	104	108	98
O=C(Nc1ccc(CN2CCc3nc4cc(O)c(O)cc4cc32)cc1)Nc1ccc(Cl)c(C(F)(F)F)c1	105	92	98	80	94	93	107	119
CC/C(=C(/c1ccc(O)cc1)c1ccc(OCCN(C)C(=O)CCOCCNC(=O)Cc2ccc3c(c2)CN([C@@H]2CCC(=O)NC2=O)C3=O)cc1)c1ccccc1	73	101	94	28	95	78	62	98
Cc1ccccc1NNc1ccccc1C	95	105	119	95	104	99	102	106
Cc1n[nH]c(C)c1N=Nc1ccc(C(c2ccc(N=Nc3c(C)n[nH]c3C)cc2)(c2ccc(N=Nc3c(C)n[nH]c3C)cc2)c2ccc(N=Nc3c(C)n[nH]c3C)cc2)cc1 (centres undefined)	108	104	116	104	103	108	97	·
NS(=O)(=O)c1ccc(-n2nccc2-c2cc3cc(Br)ccc3oc2=O)cc1	92	99	110	78	86	100	93	101
COc1ccc(-c2nnc(Nc3c(C)cccc3C)o2)cc1	99	104	101	85	·	95	98	109
COc1ccc(-c2ccnc3c(C#N)c(Nc4ccccc4)nn23)cc1OC	86	86	16	51	60	79	95	·
NC(=O)C(O)C(O)C(N)=O (centres undefined)	107	116	130	99	·	117	107	107
COc1ccc(-c2cc(-c3cc(OC)ccc3OC)[nH]c(=O)c2C#N)cc1	60	85	71	56	63	50	68	-1.3*
O=C(O)c1ccc(C2CCC(O)CC2)cc1 (centres undefined)	110	101	106	85	98	99	98	94
C#CC(CC(C)CC(C)(C)C)N(C)C (centres undefined)	102	98	99	88	·	103	94	136
CC1(C)CC[C@]2(CO)CC[C@]3(C)C(=CC[C@@H]4[C@@]5(C)CCNCC(C)(C)[C@@H]5CC[C@]43C)[C@@H]2C1	105	88	62	79	67	86	97	84
Cc1ccccc1Nc1nc(N)nc(C)c1Br	99	103	108	81	79	97	101	·
C[C@]12CC[C@@H]3c4cc(-c5ccc(F)cc5)c(O)cc4CC[C@H]3[C@@H]1CC[C@@H]2O	79	60	42	48	59	64	65	54
CC(=O)OC1CCC2C3CCC4OC(=O)CCC4(C)C3CCC12C (centres undefined)	104	98	108	112	92	94	106	79
CC1(C)CC[C@]23CC[C@]4(C)[C@H](CC[C@@H]5[C@@]6(C)CCCNC(C)(C)[C@@H]6CC[C@]54C)[C@H]2[C@H]1OC3=O	103	101	89	111	87	90	97	74
Cc1[nH]c(/C=C/C(=O)c2ccc(C(F)(F)F)c(F)c2)c(C)c1C(=O)N1CCCCC1	96&94	100&101	104&101	87&85	90&90	93&92	90&87	81
CC(C)(C)NC(=S)NC(C)(C)C	109	101	119	94	93	92	96	100
CCN1CCCC(O)C1 (centres undefined)	100	103	115	90	97	92	96	108
N#Cc1c(-c2ccccc2)cc(-c2c[nH]c3ccccc23)nc1-c1c[nH]c2ccccc12	96	96	95	81	87	99	98	99
COc1ccc(-c2c(NC(=O)Nc3ccc(Cl)cc3)cnn2-c2ccc(S(N)(=O)=O)cc2)cc1	95	99	·	47	·	93	87	82
Cc1oc2ncnc(Nc3ccccc3)c2c1C(=O)NCCO	100	92	104	91	91	89	94	78
CCN(CC)CCC(CNc1c(C)cnc2cc(Cl)ccc12)c1ccc(OC)cc1 (centres undefined)	83	101	87	53	77	62	·	57
COc1cc(C2C3=C(CCCC3=O)N(c3sc4c(c3C#N)CCCC4)c3nc(N)c(C#N)c(N)c32)cc(OC)c1OC (centres undefined)	64	60	·	52	87	64	109	101

Next section; it opens with the 2 that closed the last part.
SMILES	SF-268	ACHN	RXF 393	SNB-75	CAKI-1	SF-539	SNB-19	A498
CCN(CC)CCC(CNc1c(C)cnc2cc(Cl)ccc12)c1ccc(OC)cc1 (centres undefined)	83	101	87	53	77	62	·	57
COc1cc(C2C3=C(CCCC3=O)N(c3sc4c(c3C#N)CCCC4)c3nc(N)c(C#N)c(N)c32)cc(OC)c1OC (centres undefined)	64	60	·	52	87	64	109	101
COc1cc(/C=C/C(=O)c2cccc(-n3cc(-c4ccccc4)[nH]c3=O)c2)cc(OC)c1OC	18	-65*	-70*	34	12	-89*	20	33
NC(=O)c1ccc(Cl)nc1	105	102	107	82	·	100	100	105
Cc1cc(Br)ccc1N=NC1C(=O)N(c2ccc(Cl)cc2)N(c2ccc(Cl)cc2)C1=O	92	100	111	92	87	102	92	89
Cc1cc(C)c(C(=O)C[n+]2ccc3ccccc3c2)c(C)c1	102	98	104	86	·	100	121	96
Nc1cnc(Nc2ccc(OCCN3CCCC3)cc2)nc1N1Cc2ccccc2NC1=O	89	98	79	61	92	91	97	53
Cc1cccc2c3c(sc12)C(c1ccc(F)cc1)C(C#N)=C(/N=C/c1ccc(Cl)cc1)O3 (centres undefined)	41	26	2.2*	30	34	-13*	26	-20*
Clc1c(-c2ccccc2)oc2nc3ccccc3nc12	98[100 µM]	82[100 µM]	101[100 µM]	99[100 µM]	77[100 µM]	93[100 µM]	90[100 µM]	174[100 µM]
CCN(CC)c1ccc2c(-c3ccccc3C(=O)O)c3ccc(=[N+](CC)CC)cc-3oc2c1	89	·	112	81	·	95	93	65
COc1ccc(-c2cc(-c3ccc(Nc4nc(Nc5ccccc5)nc(Nc5ccc(Cl)cc5)n4)cc3)nc(N)c2C#N)cc1	-26*	-82*	-12*	27	-20*	-55*	72	·
O=C(NNC(=O)[C@@H]1C[C@H](C(=O)O)[C@@H]2CC=C[C@@H]21)c1ccncc1	101	101	106	89	·	98	93	95
COc1ccc(-c2cc(C(=O)N/N=C/c3c[nH]c4ccccc34)no2)cc1	90	96	103	79	74	96	92	98
N#CC1=C(c2ccco2)Nc2c(c(-c3ccccc3)nn2-c2ccccc2)C12C(=O)Nc1ccc(Br)cc12 (centres undefined)	49	49	70	-8.9*	56	-33*	60	124
Cc1ccc(-c2n[nH]c(=O)c3noc(-c4ccc(C)cc4)c23)cc1	53	34	38	-15*	17	3.0*	56	14
OC1(c2ccccc2Cc2ccccc2)c2ccccc2Oc2ccccc21	84	81	·	86	·	90	100	117
COc1cc(-c2cc(-c3ccc(Nc4ncnc5cc(Cl)ccc45)cc3)nc(N3CCCC3)n2)cc(OC)c1OC	86	86	79	98	86	93	80	108
Nc1ncnc(Nc2ccccc2Oc2ccccc2)n1	105	105	111	88	103	97	116	·

Full records from above. Values in the order: SF-268 | ACHN | RXF 393 | SNB-75 | CAKI-1 | SF-539 | SNB-19 | A498
`Clc1c(-c2ccccc2)oc2nc3ccccc3nc12` in the list: 98[100 µM] | 82[100 µM] | 101[100 µM] | 99[100 µM] | 77[100 µM] | 93[100 µM] | 90[100 µM] | 174[100 µM]
`Cc1ccc(-c2n[nH]c(=O)c3noc(-c4ccc(C)cc4)c23)cc1` in the list: 53 | 34 | 38 | -15* | 17 | 3.0* | 56 | 14

Source: PubChem BioAssay
